eIF4E 4G PPI = inhibitors of eIF4E and eIF4G interaction in translation initiation; 220,000 tested, 0.37% active; inhibition, % at 21.7 µM; AID 782; TR-FRET eIF4E-eIF4GI(517-606) binding, 2 h; P63073+Q04637;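 active means inhibition above about 30%, limit read from the data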;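 further: 0% = full FRET control wells and 100% = background wells lacking eIF4GI fragment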
NPY2 pot ag = potentiates or activates human NPY-Y2 receptor. cells expressing NPY-Y2, potentiator/agonist read-out. 220,000 tested, 0.45% active. activation, % at 3.6 µM. P49146; in the data active means activation above about 27%;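 further: cells stimulated with NPY near EC25 plus isoproterenol at EC100; 0% = vehicle plus submaximal agonist and 100% = vehicle plus saturating agonist; some results beyond the cut were filed as inactive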
Target sequence (P49146 whole entry, looked up): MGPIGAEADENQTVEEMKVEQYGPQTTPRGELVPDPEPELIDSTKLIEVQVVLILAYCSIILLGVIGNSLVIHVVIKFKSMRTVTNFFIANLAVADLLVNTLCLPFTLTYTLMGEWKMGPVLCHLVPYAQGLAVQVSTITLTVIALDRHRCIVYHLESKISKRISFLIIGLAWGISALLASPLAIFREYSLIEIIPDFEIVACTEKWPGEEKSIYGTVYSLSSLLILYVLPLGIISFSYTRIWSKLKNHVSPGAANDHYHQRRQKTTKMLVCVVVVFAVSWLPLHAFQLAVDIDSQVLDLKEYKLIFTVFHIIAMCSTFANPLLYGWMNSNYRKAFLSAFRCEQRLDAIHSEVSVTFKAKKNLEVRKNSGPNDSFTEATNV
S1P4 agonist = activates the human S1P4 receptor; O95977; 220,000 tested, 0.35% active; AID 1509; S1P4-expressing cell line, agonist reporter assay; activation, % at 4.98 µM; in the data active means activation above about 11%;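 further: 0% = DMSO vehicle and 100% = reference agonist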
NPY-Y1 antag = blocks the human neuropeptide Y Y1 receptor. HEK293-CNG Y1 cells, membrane potential fluorescence; NPY at EC95, then isoproterenol. inhibition, % at 3.6 µM. AID 1040. 200,000 tested, 1% active. P25929;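 active means inhibition above the campaign mean inhibition of all tested compounds plus 3 SD, cut at about 20% in these data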;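 further: 0% = DMSO wells given NPY plus isoproterenol and 100% = isoproterenol alone without NPY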
Target sequence (P25929 whole entry, looked up): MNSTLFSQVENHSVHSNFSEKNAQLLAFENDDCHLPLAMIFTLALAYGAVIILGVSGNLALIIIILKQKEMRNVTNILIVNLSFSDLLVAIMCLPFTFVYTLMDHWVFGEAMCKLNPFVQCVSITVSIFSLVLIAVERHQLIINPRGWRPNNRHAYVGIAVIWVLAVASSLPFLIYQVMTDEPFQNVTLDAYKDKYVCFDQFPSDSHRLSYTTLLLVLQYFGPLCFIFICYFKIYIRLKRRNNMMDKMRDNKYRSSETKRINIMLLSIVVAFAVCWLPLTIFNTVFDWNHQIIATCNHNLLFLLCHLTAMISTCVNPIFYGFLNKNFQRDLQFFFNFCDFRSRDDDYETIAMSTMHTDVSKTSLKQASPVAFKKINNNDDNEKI
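material = HEK293 cells with Y1 receptor plus CNG channel | also added = NPY 25 nM then isoproterenol 1 µM plus Ro 20-1724 25 µM | schedule = dye 3 h, compound 60 min room temperature, stimulation 45 min | measured by = membrane potential fluorescence | benchmarks = high control isoproterenol alone, low control NPY with isoproterenol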
S1P4 antag = blocks the human S1P4 receptor; S1P4-expressing cells, antagonist mode, reporter read-out; 220,000 tested, 0.26% active; inhibition, % at 4.98 µM; in the data active means inhibition above about 29%;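 further: 0% = wells stimulated with agonist and 100% = vehicle wells without agonist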
PGE2 EP2 inh = EP2 receptor (human) inhibition. 260,000 tested, 0.52% active. C6 glioma cells expressing human EP2, cAMP TR-FRET; cells stimulated with saturating PGE2. P43116. inhibition, % at 25 µM;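 active means percent inhibition above 40 after rounding to a whole number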;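 further: rat C6 glioma host cells with rolipram phosphodiesterase inhibitor present; the protocol text gives 20 µM as final concentration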
p97 ATPase inh = blocks human p97 ATPase activity; P55072; recombinant p97 ATPase, Kinase-Glo ATP luminescence, 3 h; inhibition, % at 8 µM; 220,000 tested, 0.42% active; in the data active means inhibition above about 15%;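 further: 0% = DMSO vehicle and 100% = wells lacking enzyme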
EP2 mod = modulators of human EP2 prostaglandin E2 receptor; EP2-expressing cells, cAMP HTRF FRET, PGE2 co-stimulation; induction, % at 25 µM; 260,000 tested, 0.83% active; AID 940;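 active means compounds whose cAMP rise, as percent of the full-agonist control response, exceeds 60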;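 further: rat C6 glioma line stably carrying human EP2 under a CMV promoter; the protocol text gives 20 µM as final concentration; 100% = response of wells given 1 µM PGE2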
NPY-Y1 PAM-ag = potentiates or activates human NPY-Y1 receptor; NPY-Y1 expressing cells, potentiator/agonist activation; activation, % at 3.6 µM; 220,000 tested, 0.37% active; AID 1304; in the data active means activation above about 33%, passing the limit was not always enough;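 further: cells stimulated with NPY at EC10 then isoproterenol at EC100; 0% = low agonist plus stimulus and 100% = saturating agonist plus stimulus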
* = called active by the depositor; . = no result given; & = joins results of further samples; ! = repeats disagree; [ ] = another dose, or the depositor's remark. An excerpt; rates above refer to the full screens.

Values run as follows: eIF4E 4G PPI | NPY2 pot ag | S1P4 agonist | NPY-Y1 antag | S1P4 antag | PGE2 EP2 inh | p97 ATPase inh | EP2 mod | NPY-Y1 PAM-ag
Cc1cc(NC(=O)COC(=O)c2n[nH]c3ccccc23)no1
  0.8 | -1.3 | -1.0 | 4.2 | 4.5 | 9.3 | -0.8 | -7.8 | -5.1
Cc1cccc(N/C=C/C(=O)c2cccs2)c1C
  7.9[fluorescence artefact?] | 0.8 | 0.8 | 4.4 | -19.7 | 4.9 | 4.2 | 17.1 | 14.7
CC(C)Oc1ccc(CNCCC2(C(C)C)CCOC(C)(C)C2)cc1 (configuration not stated)
  0.6 | -8.7 | 0.1 | 2.0 | -7.3 | 7.2 | -2.4 | 8.4 | -1.9
O=C(NCc1ccc(Cl)cc1)C(=O)NCC1OCCN1S(=O)(=O)c1ccc2c(c1)OCCO2 (configuration not stated)
  -4.7[fluorescence artefact?] | -11.6 | -0.4 | 2.1 | 2.0 | 7.5 | -5.4 | -33.2 | -34.7
COc1ccc(/C=C/C(=O)NC(=S)NCc2ccccc2)cc1OC
  -2.5 | -24.5 | 0.3 | . | 8.7 | 7.8 | -3.6 | 1.1 | -10.3
Cc1ccc(C)c(S(=O)(=O)Nc2ccc(O)cc2)c1
  7.0 | -3.7 | 0.5 | -5.5 | -4.4 | 13.5 | 2.0 | -15.7 | 24.3
CC1(C)Cc2c(C#N)c(SCc3nc4ccccc4[nH]3)nc(N3CCOCC3)c2CO1
  16.4 | -16.8 | -2.2 | 8.8 | -10.6 | 23.3 | 1.7 | -21.7 | -13.7
O=C(NCCCN1CCOCC1)c1sc2cc([N+](=O)[O-])ccc2c1Cl
  10.2 | -2.7 | 0.1 | -4.4 | 0.5 | 5.7 | -0.4 | 3.9 | 11.9
CCOC(=O)CNC(c1ccccc1)c1cc(Br)ccc1NC(=O)OCC (configuration not stated)
  10.6 | -23.0 | 0.2 | 19.1 | -8.4 | 12.2 | -4.1 | 53.5 | -24.2
CC(C)c1nnc(NC(=O)Cc2ccccc2[N+](=O)[O-])s1
  0.5 | -9.5 | 1.0 | 3.8 | -10.2 | 2.0 | 5.2 | 8.1 | -9.9

In the list so far, these have a nitro group on carbon.
Values run as follows: eIF4E 4G PPI | NPY2 pot ag | S1P4 agonist | NPY-Y1 antag | S1P4 antag | PGE2 EP2 inh | p97 ATPase inh | EP2 mod | NPY-Y1 PAM-ag
O=C(NCCCN1CCOCC1)c1sc2cc([N+](=O)[O-])ccc2c1Cl
  10.2 | -2.7 | 0.1 | -4.4 | 0.5 | 5.7 | -0.4 | 3.9 | 11.9
CC(C)c1nnc(NC(=O)Cc2ccccc2[N+](=O)[O-])s1
  0.5 | -9.5 | 1.0 | 3.8 | -10.2 | 2.0 | 5.2 | 8.1 | -9.9

(more compounds)
Values run as follows: eIF4E 4G PPI | NPY2 pot ag | S1P4 agonist | NPY-Y1 antag | S1P4 antag | PGE2 EP2 inh | p97 ATPase inh | EP2 mod | NPY-Y1 PAM-ag
Cc1cccc(NC(=S)N(CCN2CCOCC2)Cc2cc3cc4c(cc3[nH]c2=O)OCCO4)c1
  -2.6 | -11.9 | -0.3 | -0.6 | -12.9 | 10.2 | 0.7 | -32.7 | 13.8
CCC(=O)NC(c1ccc([N+](=O)[O-])cc1)c1c(O)ccc2ccccc12 (configuration not stated)
  -6.5 | 16.4 | 0.5 | 0.1 | -6.3 | 11.2 | 2.4 | -24.1 | 16.4
O=C(CSc1nnc(-c2ccccc2Cl)o1)Oc1ccc(Br)cc1
  12.5[fluorescence artefact?] | -27.3 | 0.2 | -0.3 | 1.1 | 47.1*! | 0.8 | -1.2&24.5 | -53.6
CCCn1c(SCC(=O)N2c3ccccc3Sc3ccccc32)nc2ccccc21
  -0.8 | -11.6 | 0.3 | -5.3 | -2.3 | -0.9 | -5.2 | 42.3 | -8.9
COc1ccc(S(=O)(=O)N2CCN(c3c(C)cccc3C)CC2)cc1OC
  -1.6 | -10.9 | -2.5 | 1.0 | -23.6 | 7.1 | -4.8 | -9.4 | -1.9
COc1ccc(NS(=O)(=O)c2ccc(C(=O)N3CCN(Cc4ccccc4)CC3)cc2)cc1
  -0.4 | 20.1 | 1.8 | -5.8 | -23.0 | 5.0 | -0.4 | -56.4 | 7.8
Cc1oc2cc(O)cc(C)c2c(=O)c1-c1cnn(-c2ccccc2)c1
  -1.0 | -1.0 | -0.4 | -0.9 | -14.3 | 11.5 | 2.7 | 0.6 | 2.5
O=C(NC1CCCCC1)c1ccc(Br)o1
  -8.2 | 10.3 | 0.3 | 7.2 | -5.5 | 16.1 | 4.7 | -18.0 | 23.8
CCOC(=O)CN(C(=O)Cn1nnc2ccccc21)C(C(=O)NCCOC)c1ccccc1C (configuration not stated)
  3.0[fluorescence artefact?] | -7.6 | 0.8 | 1.4 | -2.6 | 8.8 | -3.4 | 19.6 | -2.8
CCCC(=O)N1CCN(c2ccc(NC(=O)c3ccc([N+](=O)[O-])o3)cc2Cl)CC1
  2.2 | -4.1 | -0.1 | 3.6 | 87.2* | 27.3 | 5.1 | -47.3 | -19.8
COc1ccc(-c2c(C(C)=O)c(C)nc3sc4c(c23)NC(c2ccccc2)NC4=O)cc1 (configuration not stated)
  -51.2[fluorescence artefact?] | -16.4 | 0.8 | 2.0 | -8.1 | 9.9 | -1.6 | 70.2* | -10.4
CCOc1ccccc1NC(=O)c1ccccc1NS(C)(=O)=O
  3.9 | -16.0 | 0.5 | 5.7 | -12.1 | 10.5 | -1.0 | 28.4 | -0.7
O=C(NCc1ccc2c(c1)OCO2)c1c[nH]c2ccc(S(=O)(=O)N3CCOCC3)cc2c1=O
  1.4 | 2.6 | 1.1 | 8.6 | 11.2 | 15.7 | -1.4 | -7.8 | 11.5
O=C(Nc1ccc2nc(-c3ccccc3)[nH]c2c1)c1cccs1
  -4.5 | -2.7 | -0.3 | 8.9 | 7.5 | 18.6 | 4.4 | -57.1 | -15.2
CC(=O)c1cc(CN2C(=O)CCC2=O)cs1
  -1.2[fluorescence artefact?] | 0.8 | -1.1 | -1.8 | 12.6 | 10.6 | 6.1 | 31.9 | -25.1
Cn1c(SCc2nc3ccccc3n2CCO)nc2ccccc21
  -2.2 | -20.8 | -4.1 | -2.8 | 3.1 | 8.1 | -2.8 | 9.6 | -6.2
O=C(CSc1nccn1-c1ccccc1)c1ccc(Cl)cc1
  8.8 | -9.9 | -2.4 | 4.4 | -0.1 | . | 0.0 | 17.5 | 5.5
N#C/C(=C(/O)CSc1nnc(Cc2cccs2)n1C1CCCCC1)c1nc2ccccc2[nH]1
  -18.0[fluorescence artefact?] | -10.3 | 0.9 | 1.6 | -15.3 | 12.0 | -0.1 | -5.5 | -13.7
Cc1nc(C)c(Cc2ccccc2Cl)c(=O)[nH]1
  7.0 | 1.5 | -0.3 | -1.6 | -2.6 | 2.4 | 3.3 | 7.8 | 4.4
CS(=O)(=O)N1CCN(c2ccccc2NC(=O)CSc2ccc(Cl)cc2)CC1
  5.6 | -19.6 | -1.2 | 6.3 | -4.3 | 4.4 | -4.0 | -19.2 | -34.0
CCOC(=O)c1cnc(SC2CC(=O)N(c3ccc(OC)c(OC)c3)C2=O)nc1N (configuration not stated)
  2.9[fluorescence artefact?] | 19.2 | 1.4 | -0.1 | 7.0 | 7.2 | 1.3 | -4.1 | -11.3
COc1ccc(-c2cc(C(=O)Oc3ccc([N+](=O)[O-])cc3)c3ccccc3n2)cc1
  -17.1 | -8.8 | 0.8 | -0.9 | -6.5 | 0.1 | -4.5 | 29.4 | -19.8
O=C(Nc1ccccc1)c1ccc2nsnc2c1
  -1.8 | 8.3 | -0.7 | 10.3 | -6.0 | 6.5 | 0.1 | 15.3 | 4.7
CCN=c1sc(C(=O)NCCc2ccccc2)cc(=O)n1CC
  3.5 | -2.4 | -2.6 | 1.8 | 4.5 | 5.4 | 2.6 | -1.3 | -2.9
O=C1CCCN2N=C(SCC(=O)Nc3nccs3)SC2=N1
  2.0 | 3.0 | 0.1 | -1.6 | -14.4 | 3.8 | 2.8 | 21.4 | -16.6
CCN1CC=C2C(C#N)=C(N)C(C#N)(C#N)[C@H](c3ccoc3)[C@H]2C1
  -1.7 | 0.1 | 1.8 | -3.6 | 0.1 | 14.7 | 5.2 | 14.2 | 12.5
CCc1ccc2[nH]c(=O)c(CN(Cc3ccc(F)cc3)C(c3nnnn3CCN3CCOCC3)C(C)C)cc2c1 (configuration not stated)
  13.5 | -8.7 | 4.0 | 1.5 | -6.0 | 3.1 | 1.0 | -10.7 | 6.4
CCN(CC)CCNC(=O)CCc1nn(C)c(=O)c2ccccc12
  7.8 | 9.4 | 1.2 | 5.2 | -0.1 | 9.3 | 2.3 | 2.3 | 9.6
Cc1cc(CN(C)C(=O)CC2C(=O)NCCN2Cc2c(F)cccc2Cl)n[nH]1 (configuration not stated)
  0.4 | -1.6 | -0.3 | -1.1 | 3.7 | 2.6 | -0.7 | 14.7 | 4.3
Cc1cc(C)n(-c2nnc(C)n2/N=C/c2ccco2)n1
  -2.9 | -6.7 | 0.1 | -2.7 | -2.6 | 3.9 | 3.4 | 4.6 | 3.9
COc1ccc(/C(O)=C2/C(=O)C(=O)N(CC3CCCO3)C2c2cccc(OC)c2)cc1 (configuration not stated)
  5.3 | -6.3 | 0.4 | 4.0 | -22.9 | 7.0 | -2.3 | 34.7 | -3.0
C/C(N)=C(/C#N)C(=O)COC(=O)COc1ccc(Cl)cc1C
  4.2 | -21.4 | -1.4 | 9.7 | 11.7 | 6.6 | -1.9 | -7.7 | -1.9
O=S(=O)(c1ccccc1)N1CCN=C1SCc1cccnc1
  -0.5 | -2.3 | 0.2 | 3.2 | -9.0 | 17.0 | 4.8 | 18.8 | 8.5
CSc1cccc(NC(=S)Nc2ccc(F)cc2)c1
  -4.4 | 5.0 | 0.7 | . | -9.5 | 21.5 | 7.6 | -48.8 | 7.5
COc1cccc(S(=O)(=O)Nc2cccc(C(=O)N3CCCCCC3)c2)c1
  12.1 | -9.9 | 1.1 | -0.5 | -17.0 | 2.8 | 0.7 | 24.1 | 10.3
COC(=O)/C=C/CSC1=N/C(=C/c2ccc(-n3cncn3)cc2)C(=O)N1
  13.0[fluorescence artefact?] | -1.4 | 1.1 | -0.1 | -20.6 | 18.8 | 2.4 | -0.6 | 6.5
CCOC(=O)c1sc(N(C)C(C)=O)nc1C
  -3.5 | 6.9 | -0.7 | 1.9 | 14.9 | 13.3 | -4.0 | 10.1 | 9.4
Cc1cccc(NC(=O)c2ccc(NCC3CCCO3)c([N+](=O)[O-])c2)c1 (configuration not stated)
  1.8 | -3.1 | 1.3 | -1.1 | -10.7 | 8.7 | 3.3 | -35.5 | -18.0
CC1=CC2=NC(=O)CC(C)(C(=O)N(CC(=O)NC(C)C)C3CCCC3)N2C=C1 (configuration not stated)
  2.3 | -1.3 | -0.2 | -0.7 | -5.1 | 6.2 | -2.5 | 14.0 | 2.6
O=[N+]([O-])c1cccn2cc(-c3ccc(Br)cc3)nc12
  2.3 | -1.6 | 0.2 | -2.2 | 8.9 | 6.5 | 2.5 | -36.1 | 8.6
CCN(C(=O)CSc1nnc(Cc2cccc3ccccc23)n1N)C1CCS(=O)(=O)C1 (configuration not stated)
  0.1 | 1.0 | -1.1 | -1.5 | 1.0 | 13.1 | -2.4 | 16.9 | 16.1

High-throughput results from PubChem BioAssay.
